Assay outcomes as filed in PubChem.
PDI turbidity: inhibitors of human PDI, primary screen, biochemical, turbidity, single point, plate reader | Protein disulfide-isomerase (Homo sapiens), P07237 | PDI insulin aggregation turbidity, A650, 90 min | inhibition, % at 10 µM | actives 0.052% (n = 350,000) | AID 588391, 2011;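 active = mean inhibition across replicates of 30% or more, whatever share of single replicates reach that level; inconclusive = mean inhibition below 30% while every single replicate reaches 30%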;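 note: absorbance from insulin aggregation driven by PDI reduction with DTT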
Target sequence (P07237 whole entry, looked up): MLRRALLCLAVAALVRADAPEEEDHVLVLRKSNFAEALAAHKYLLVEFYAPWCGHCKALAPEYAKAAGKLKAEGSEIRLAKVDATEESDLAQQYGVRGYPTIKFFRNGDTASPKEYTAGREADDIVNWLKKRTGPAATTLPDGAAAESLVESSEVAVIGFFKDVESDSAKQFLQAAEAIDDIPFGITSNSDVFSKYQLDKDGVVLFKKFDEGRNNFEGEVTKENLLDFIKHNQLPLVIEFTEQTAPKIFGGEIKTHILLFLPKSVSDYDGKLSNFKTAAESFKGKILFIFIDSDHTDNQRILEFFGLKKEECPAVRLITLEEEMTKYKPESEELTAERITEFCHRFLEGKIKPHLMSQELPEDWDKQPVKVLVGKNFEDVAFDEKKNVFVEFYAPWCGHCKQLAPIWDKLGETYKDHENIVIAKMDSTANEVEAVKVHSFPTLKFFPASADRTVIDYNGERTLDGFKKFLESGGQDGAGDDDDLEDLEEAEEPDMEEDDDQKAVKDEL
MITF TRPM1 inh: inhibitors of MITF-dependent TRPM1 promoter reporter, primary screen, cell-based, SK-MEL-5, single point, luciferase. AID 488899, 2010. actives 0.83% (n = 330,000). SK-MEL-5 TRPM1 promoter luciferase, 24 h. inhibition, % at 12.5 µM;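 active = mean inhibition across replicates of 60% or more, whatever share of single replicates reaches that level; inconclusive = some that reach 60%, reason not given; inactive = mean inhibition across replicates below 60%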; note: values of inactives mirror those of a sister screen read the other way
CaV13 FRET inh: Primary screen for inhibitors of IQ motif and Ca2+-dependent inactivation inhibitor domain binding in CACNA1D, Förster resonance energy transfer in living cells, …; HEK cells, CFP/YFP FRET ICDI-IQ, plate reader, 10 min; percent FRET-ratio fall versus neutral wells; inhibition, % at 12.3 µM; actives 0.098% (n = 340,000); AID 743397;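 active = mean replicate inhibition of at least 30% and at least 1% of replicates passing that level; inconclusive = only one of the two criteria is met; inactive = neither criterion is met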;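 note: 0% = median of the neutral control wells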
NR2E3 ag-1: NR2E3 agonists in two-hybrid cells, primary screen, cell-based, luminescence, CHO-S, Gal4-NCOR/VP16-NR2E3; AID 602229, 2012; luciferase; actives 0.35% (n = 360,000); inhibition of corepressor binding, % at 3.98 µM;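 active = inhibition above the mean of all tested compounds plus 3 SD, cut at about 70% in these data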;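 note: 0% = DMSO with NR2E3 transfected cells and 100% = cells lacking NR2E3 construct; higher means lower luciferase signal from less NR2E3 corepressor binding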
Target sequence (Q9Y5X4 whole entry, looked up, the tested form may be a part): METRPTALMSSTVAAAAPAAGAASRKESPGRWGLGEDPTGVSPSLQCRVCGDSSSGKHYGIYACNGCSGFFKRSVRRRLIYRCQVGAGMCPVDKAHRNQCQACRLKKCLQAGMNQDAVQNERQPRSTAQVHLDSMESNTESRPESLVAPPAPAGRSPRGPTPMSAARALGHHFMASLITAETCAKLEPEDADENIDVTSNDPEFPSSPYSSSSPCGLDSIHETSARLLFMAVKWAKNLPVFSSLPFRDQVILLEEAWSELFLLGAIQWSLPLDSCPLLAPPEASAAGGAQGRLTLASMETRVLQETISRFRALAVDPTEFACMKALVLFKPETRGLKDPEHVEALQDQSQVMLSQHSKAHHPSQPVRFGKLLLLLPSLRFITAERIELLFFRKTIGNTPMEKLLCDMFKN
Vif inh: HIV Vif self-association inhibitors, primary screen, imaging, HEK293T, single point; HEK293T cells, Vif self-association by quenched fluorescence, 24 h; inhibition, % at 7.49 µM; actives 0.35% (n = 340,000); AID 602346, 2012; in the data active = inhibition above about 50%, passing the limit was not always enough; inconclusive = no clear call, values can overlap the other calls; inactive = below about 31%; note: some results filed as inactive read as strong as hits
Shn3 inh set2: reduction of Shn3 3'UTR firefly luciferase signal, primary screen, Schnurri-3 inhibitor project, cell-based, Clone20 osteoblasts, set 2; inhibition, % at 12.5 µM; Clone20 osteoblast Shn3 3'UTR firefly luciferase, 24 h; actives 0.52% (n = 360,000);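 active = mean inhibition of at least 75% with every replicate also reaching 75%; inconclusive = mean inhibition at least 75% but some replicate below; inactive = mean inhibition below 75%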;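 note: 0% = median of neutral control wells and 100% = pilot-screen positive control compound; some compounds past the cut are filed as inactive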
KKLEB cytotox: cytotoxicity in KKLEB CF airway cells, primary screen, cytotoxicity control for CF NF-kB inhibitor project, cell-based, uHTS, fluorescence assay plates; KKLEB CF airway cells viability, ATPlite luminescence, overnight; active compounds read low; cells stimulated with P. aeruginosa culture filtrate; activity change (cytotoxicity), % at 5 µM; actives 0.36% (n = 360,000); AID 602141, 2011;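 active = corrected activity change at or below -50% at 5 µM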
CF NFkB block: inhibitors of PAF-induced NF-kB signaling, primary screen, cell-based, GFP fluorescence, uHTS. KKLEB NF-kB-GFP reporter, GFP fluorescence overnight. inhibition, % at 5 µM. actives 0.86% (n = 360,000);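 active = at least 50% inhibition at 5 µM, scaled per plate between neutral and stimulator controls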;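 note: PAF is a Pseudomonas aeruginosa culture filtrate used as stimulus; plate controls were PAF-stimulated DMSO wells for no effect and unstimulated DMSO wells for full effect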
Peg3 prom inh: Peg3 promoter-driven luciferase inhibitors, primary screen, cell-based, HeLa, luciferase luminescence; HeLa PEG-Prom luciferase reporter, overnight; inhibition, % at 20 µM; actives 1.7% (n = 360,000); AID 588405, 2011;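 active = inhibition of at least 50% at 20 µM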
HIF-2a inh: HIF-2a reporter inhibitors, primary screen, luminescence, 786-0 RCC cells. 786-0 RCC cells HIF-2a reporter, luciferase luminescence, overnight. inhibition, % at 18.8 µM. actives 0.72% (n = 360,000). AID 624352, 2012;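 active = inhibition of the luminescence signal of 40% or more relative to plate controls, in a single-dose primary screen at 18.75 µM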
NR2E3 ag-2: inhibitors of NR2E3-RetCOR corepressor binding, primary screen, NR2E3 agonist project, biochemical, TR-FRET, GST-NR2E3, biotin-RetCOR; AID 2300, 2010; actives 0.12% (n = 320,000); 1536-well; Photoreceptor-specific nuclear receptor (Homo sapiens), Q9Y5X4; inhibition of corepressor binding, % at 4.78 µM;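 active = percent inhibition above the cutoff of mean plus 3 SD of all tested compounds, set per screening campaign, cut at about 20% in these data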;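 note: 0% = DMSO wells and 100% = biotin wells as full block of FRET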
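Material: NR2E3–RetCOR corepressor complex | Quantity: 1.35 nM GST-tagged NR2E3 final | Schedule: 5 h at 4 °C | Replication: Singlicate compound wells | Reagent: RetCOR corepressor, biotinylated, 7 nM | Controls: Biotin wells as high control, 0.6% DMSO wells as low control | Signal: TR-FRET, Eu(K)-anti-GST donor, streptavidin-D2 acceptor, ex 340, em 617/671 nm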
The depositor's hits bear a star; ? = inconclusive; . = not tested or not shown.

SMILES | PDI turbidity | MITF TRPM1 inh | CaV13 FRET inh | NR2E3 ag-1 | Vif inh | Shn3 inh set2 | KKLEB cytotox | CF NFkB block | Peg3 prom inh | HIF-2a inh | NR2E3 ag-2
Cc1ccc(NS(=O)(=O)c2ccc(C(=O)N3CCN(c4ncccn4)CC3)cc2)cc1 | 3 | 29 | 15 | 83* | -15 | ? | 14 | 2 | 14 | 16 | -1
CCOc1ccc(NC(=O)CCC(=O)NNC(=O)c2ccccc2Cl)cc1 | -2 | -1 | . | -14 | -3 | 7 | 8 | 15 | 11 | 10 | .
COc1ccc(C(=O)Nc2nc(-c3ccccc3)c(C(C)=O)s2)c(OC)c1 | 9 | -61 | -3 | -36 | -10 | -14 | -13 | 21 | -75 | -35 | -2
O=C(NCC1CCCO1)C(c1cccs1)N(Cc1cccs1)C(=O)c1ccc(-c2ccccc2)[nH]1 (stereo unspecified) | -4 | 7 | -15 | -7 | 1 | 3 | -15 | -8 | 31 | 5 | 0
CCCOc1ccc(/C(O)=C2/C(=O)C(=O)N(CCN3CCOCC3)C2c2ccccc2)cc1 (stereo unspecified) | 0 | 2 | 4 | 1 | 7 | -55 | -11 | 11 | 11 | 12 | .
COc1ccc(N2CCN(C(=O)c3cccnc3)CC2)c([N+](=O)[O-])c1 | 6 | 7 | 4 | -11 | -4 | 8 | 4 | 5 | 7 | 17 | -2
CC(O)c1nc2ccccc2n1Cc1nnc(-c2ccc(Cl)cc2)o1 (stereo unspecified) | 14 | -36 | -4 | -75 | 1 | -25 | 0 | -25 | -141 | -218 | 0
O=C(CC1SC(N2CCOCC2)=NC1=O)Nc1cc([N+](=O)[O-])ccc1Cl (stereo unspecified) | -1 | 13 | -21 | 17 | 4 | -13 | 0 | 8 | 8 | 13 | 1
C=CCn1c(SCC(=O)NNC(=S)Nc2ccccc2)nnc1-c1ccccc1 | -5 | 10 | -4 | -20 | -2 | -5 | 6 | -5 | 8 | 7 | -1
CCOc1cc(C=NNC(=O)CCCC(=O)NN=Cc2ccc(O)c(OCC)c2)ccc1O | -1 | 1 | -9 | -20 | -2 | -5 | 5 | 3 | 2 | 6 | .
COCCn1c(=S)[nH]c2cc(C(=O)NCc3ccc(F)cc3)ccc2c1=O | 8 | . | -5 | 0 | -1 | 66 | -18 | -12 | 35 | 12 | .
COc1ccccc1-c1cnn2c(NCc3ccccc3)cc(C)nc12 | -1 | -77 | -18 | -47 | -6 | -9 | -3 | 4 | -91 | -151 | -1
CCOc1ccc(N(CC(=O)N/N=C(\C)c2cccc(NC(C)=O)c2)S(=O)(=O)c2ccccc2)cc1 | -12 | 0 | -5 | 6 | -10 | 16 | 4 | -28 | 13 | 11 | 2
CCOC(=O)/C=C1\SCC(=O)N1CC(=O)N1CCOCC1 | 3 | 10 | 2 | 17 | 4 | 0 | -6 | 6 | 19 | 12 | -3
Cc1ccc(F)cc1-c1cc2nc(NCCCN(C)C)n(C)c(=O)c2s1 | -2 | . | -7 | -12 | 6 | -23 | 17 | 3 | 70* | -6 | .
C/C(N)=C(/C#N)C(=O)COC(=O)c1ccc(C#N)cc1 | 2 | 8 | -7 | 10 | -3 | 11 | -8 | 6 | 1 | 11 | -4
CCOc1ccc2[nH]c(C)c(CN3CCOCC3)c(=O)c2c1 | -1 | -3 | -8 | -15 | 2 | 6 | -11 | 1 | 5 | 7 | -2
CN(Cc1cn(-c2ccccc2)nc1-c1cc2ccccc2o1)C(=O)CCC(=O)O | -1 | -39 | 9 | -15 | 0 | -23 | -6 | -26 | -50 | -58 | 0
O=C(NC(Cc1ccc(O)cc1)C(=O)O)c1ccco1 (stereo unspecified) | 0 | -10 | -7 | 13 | -4 | 24 | -6 | 21 | 15 | 4 | 5
CCN(CC)S(=O)(=O)c1ccc(CNC(=O)CN2C(=O)NC3(CCc4ccccc43)C2=O)cc1 (stereo unspecified) | 0 | -6 | . | -7 | 1 | 10 | -10 | 10 | 6 | 9 | .
O=C(O)c1cccc(Br)c1 | . | 5 | . | -18 | 10 | -1 | 3 | 3 | 9 | 5 | .
CC(O)/C=C/c1ccc2ccccc2n1 (stereo unspecified) | -9 | 16 | -4 | -29 | 13 | -3 | -11 | 32 | -19 | -39 | 6
N#CCCS(=O)(=O)c1ccc(N)cc1 | -2 | 2 | -3 | 23 | . | -3 | -9 | 4 | 4 | 6 | 0
COc1ccc(/C(C)=N/NC(=S)NCCc2ccccc2)c(O)c1 | 5 | 2 | -6 | 48 | -4 | -8 | 6 | -25 | 6 | -61 | 2
O=C(COC(=O)c1cccnc1Cl)NCCCc1ccccc1 | -9 | -3 | -6 | 3 | -1 | -11 | -3 | 8 | 7 | 11 | -3
O=S(=O)(NCc1ccc(Cl)cc1Cl)c1cccs1 | 8 | -28 | -4 | -53 | 4 | -6 | 3 | 8 | -56 | -109 | 3
CN1CCN(C(=O)CN(Cc2ccc(Cl)cc2)S(C)(=O)=O)CC1 | 4 | -12 | . | -27 | . | 5 | -7 | -4 | 11 | 14 | 1
O=C(O)c1ccc(NS(=O)(=O)c2cccc(C(=O)Nc3ccccc3[N+](=O)[O-])c2)cc1 | -32 | -24 | -4 | 4 | -8 | 8 | -16 | 15 | 3 | 14 | .
COc1ccc(NC(=O)c2c(N)no[n+]2[O-])c(OC)c1 | -1 | 2 | 4 | -6 | -5 | -22 | -12 | -5 | -26 | -30 | 4
Clc1ccc(OCCOCCN2CCCCC2)c(Br)c1 | 2 | -10 | -6 | -14 | 0 | -12 | 0 | 21 | -7 | -3 | -4
COc1cc(CNC(=O)C2CCCN2S(=O)(=O)c2ccccc2)cc(OC)c1OC (stereo unspecified) | 3 | -4 | -2 | 15 | 16 | -14 | 3 | -3 | 11 | 5 | 0
CCCCCCN(C(=O)CCCN1C(=O)NC(c2ccc(-c3ccccc3)cc2)C(C(=O)OCc2ccccc2)=C1C)C(C)C(=O)NCCCC (stereo unspecified) | 1 | 6 | -6 | -1 | 1 | 22 | -14 | 31 | 1 | 0 | .
Cc1ccc(NC(=O)CN(C)C(=O)Cn2c(=O)oc3ccccc32)cc1 | -5 | 16 | -6 | 4 | 0 | 11 | 10 | -13 | 5 | 3 | 1
COC(=O)C(C)Oc1ccc(-c2nccc(-c3cccs3)n2)cc1 (stereo unspecified) | 0 | -19 | -1 | -70 | 5 | -21 | 8 | -7 | -136 | -130 | 3
CCC(CC)COC(=O)C(C#N)c1nc2ccccc2nc1N1CCN(CC)CC1 (stereo unspecified) | -4 | -11 | -4 | 1 | 0 | 38 | -26 | -6 | 15 | -5 | 2
Cc1nn(-c2ccccc2)c2sc(C(=O)O)cc12 | -3 | -6 | -10 | 14 | 20 | 1 | -10 | 6 | -13 | 11 | -1
COc1ccc(-c2[nH]ncc2CN(CCO)CC23CC4CC(CC(C4)C2)C3)c(OC)c1 | -1 | -4 | -5 | 3 | 4 | -2 | -10 | 14 | 14 | 15 | -2
CSc1ccn(CCC(=O)O)c(=O)n1 | -8 | -7 | 0 | -19 | 26 | 1 | -4 | 4 | 15 | 10 | 3
CN(c1ccc(C(=O)Nc2nccs2)cc1)S(=O)(=O)c1ccccc1 | 4 | -47 | -9 | -25 | -4 | -15 | 6 | 16 | -60 | -134 | 2
CCOC(=O)CNC(=O)c1cccnc1Oc1ccc(Cl)cc1 | 5 | 4 | -13 | 3 | 1 | -1 | 1 | 16 | -2 | 12 | 0

An excerpt of the results above, as a working copy:
SMILES | PDI turbidity | MITF TRPM1 inh | CaV13 FRET inh | NR2E3 ag-1 | Vif inh | Shn3 inh set2 | KKLEB cytotox | CF NFkB block | Peg3 prom inh | HIF-2a inh | NR2E3 ag-2
CCC(CC)COC(=O)C(C#N)c1nc2ccccc2nc1N1CCN(CC)CC1 (stereo unspecified) | -4 | -11 | -4 | 1 | 0 | 38 | -26 | -6 | 15 | -5 | 2
Cc1nn(-c2ccccc2)c2sc(C(=O)O)cc12 | -3 | -6 | -10 | 14 | 20 | 1 | -10 | 6 | -13 | 11 | -1
COc1ccc(-c2[nH]ncc2CN(CCO)CC23CC4CC(CC(C4)C2)C3)c(OC)c1 | -1 | -4 | -5 | 3 | 4 | -2 | -10 | 14 | 14 | 15 | -2
CSc1ccn(CCC(=O)O)c(=O)n1 | -8 | -7 | 0 | -19 | 26 | 1 | -4 | 4 | 15 | 10 | 3
CN(c1ccc(C(=O)Nc2nccs2)cc1)S(=O)(=O)c1ccccc1 | 4 | -47 | -9 | -25 | -4 | -15 | 6 | 16 | -60 | -134 | 2

Given with two lines to a compound: part of the list above.
Screens in order – PDI turbidity | MITF TRPM1 inh | CaV13 FRET inh | NR2E3 ag-1 | Vif inh | Shn3 inh set2 | KKLEB cytotox | CF NFkB block | Peg3 prom inh | HIF-2a inh | NR2E3 ag-2
CSc1ccn(CCC(=O)O)c(=O)n1
    -8 | -7 | 0 | -19 | 26 | 1 | -4 | 4 | 15 | 10 | 3
CN(c1ccc(C(=O)Nc2nccs2)cc1)S(=O)(=O)c1ccccc1
    4 | -47 | -9 | -25 | -4 | -15 | 6 | 16 | -60 | -134 | 2
